pAkt inh: Akt phosphorylation inhibition; Neuro2A IGF-stimulated pAkt S473 HTRF, 20 min; stronger effect = lower value; activity change, % for hits at 50 µM; actives 0.32% (n = 360,000); in the data active = activity change below about -80%; inconclusive = mostly about -51% to -80%; note: % is set by controls: 0 for no effect and ±100 for the full control effect
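Neuro2A cells (4,500/well, DMEM with 0.5% FBS) were treated with compound at a single 50 µM final concentration, stimulated with 6 nM IGF for 20 min at 37 °C, and lysed. Phospho-Akt Ser473 was read by HTRF as 665/615 ratio ×10^4.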
CCT modulator: changes cytosolic chaperonin activity; purified chaperonin ATPase assay, HTRF ADP detection, 30 min; activity change, % (test concentration not listed), hits read low; actives 0.3% (n = 360,000); in the data active = activity change below about -30%; note: % is set by controls: 0 for no effect and ±100 for the full control effect
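Enzyme 40 or 20 nM (batch-dependent) in Tris pH 7.4/KCl/MgCl2/DTT; cpd 76 uM single point; ATP 10 uM; 30 min 37 °C; Transcreener ADP HTRF detection, 30 min RT; ratio 665/615.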
DRD3 agonist: D3 dopamine receptor (human) agonism; AID 652048; max activation, %; D3R DiscoveRx beta-arrestin cells, luminescence, 90 min; actives 0.58% (n = 410,000); in the data active = max activation above about 30%; note: 0% is about no effect; mostly tested at two doses, the higher about 12 µM
Target sequence (P35462 whole entry, looked up): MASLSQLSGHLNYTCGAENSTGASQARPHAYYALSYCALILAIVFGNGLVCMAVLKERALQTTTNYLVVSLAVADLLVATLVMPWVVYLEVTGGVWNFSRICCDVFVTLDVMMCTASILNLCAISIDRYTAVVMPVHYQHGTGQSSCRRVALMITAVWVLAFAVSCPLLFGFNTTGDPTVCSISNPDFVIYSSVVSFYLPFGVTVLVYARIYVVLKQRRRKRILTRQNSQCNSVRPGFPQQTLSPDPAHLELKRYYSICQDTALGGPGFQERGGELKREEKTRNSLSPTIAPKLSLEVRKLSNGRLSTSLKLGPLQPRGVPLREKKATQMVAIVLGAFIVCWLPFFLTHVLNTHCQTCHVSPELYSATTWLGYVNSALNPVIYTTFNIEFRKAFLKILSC
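Agonist mode: compounds and dopamine controls were applied to plated cells for 90 min at 37 degrees C after an overnight attachment at 1500 cells/well. Luminescent read-out followed 30 - 60 minutes at room temperature with DiscoveRx detection reagent.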
DRD3 antagonist: D3 dopamine receptor (human) antagonism. P35462. D3R cells, DiscoveRx beta-arrestin luminescence, antagonist mode; stronger effect = lower value. max response, negative = inhibition, %. actives 2.5% (n = 360,000). AID 652054; in the data active = max response below about -50%; inconclusive = no clear call, values can overlap the other calls; note: % is set by controls: 0 for no effect and ±100 for the full control effect; mostly tested at two doses, the higher about 12 µM
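Cells plated overnight at 1500 cells/well, then exposed to library compounds with dopamine controls for 90 minutes at 37 degrees C. DiscoveRx reagent added for 30–60 minutes at room temperature; luminescence read, quantitative HTS format.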
MmCpn inh: M. maripaludis TRiC chaperonin inhibition; AID 504842; purified Mm-Cpn ATPase, ADP Transcreener TR-FRET; Potency, µM (series often up to 76.9 µM), for inactives: at the highest dose activity, negative = inhibition, actives largely listed as inhibitors; actives 0.031% (n = 330,000); note: potency is the fitted concentration of half-maximal effect; % is set by controls: 0 for no effect and ±100 for the full control effect; nearly all actives have a fitted effect of over 80% in size
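Purified archaeal chaperonin (25 nM final) was preincubated with compound for 10 min at 37°C, then ATP (10 uM final) was added for 30 min at 37°C in Tris pH 7.4/KCl/MgCl2/DTT buffer. ADP was quantified by HTRF Transcreener TR-FRET.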
EPAC2 antag: antagonists of human EPAC2; Q8WZA2; EPAC2 GEF exchange of Rap1B-BODIPY-GDP, fluorescence; Potency, µM (titrated, usually from 114 µM), for the others: top-dose activity, negative = inhibition, most hits filed as inhibitors; actives 0.18% (n = 360,000); AID 720708; note: potency is the fitted concentration of half-maximal effect; % is set by controls: 0 for no effect and ±100 for the full control effect; nearly all actives have a fitted effect of over 45% in size; many of its hits are not listed in these tables
EPAC2 agonist: agonists of human EPAC2 (RAPGEF4). Q8WZA2. EPAC2 activation, biochemical qHTS; response scale: 100% = 6.5 mM cAMP response. Potency, µM (top dose mostly 154 µM), without a hit: top-dose activation, most hits filed as activators. actives 0.079% (n = 360,000). AID 720711; note: potency is the fitted concentration of half-maximal effect; nearly all actives have a fitted effect of over 50% in size
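qHTS, titration series. 100 nM EPAC2 / 250 nM Rap1B-BODIPY-GDP / 50 uM GDP; RT; ex 480/em 540 nm, 5-min reads to 30 min. Norm. to 6.5 mM cAMP = activation.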
PTHR1 ag: activates the human parathyroid hormone receptor PTHR1; Q03431; HEK293 GP2 PTHR1 cells, GloSensor cAMP luminescence, 1 h; Potency, µM (doses to about 115 µM), for the others: at the highest dose activation, hits mostly activators; actives 0.075% (n = 410,000); AID 743266; note: potency is the fitted concentration of half-maximal effect; nearly all actives have a fitted effect of over 55% in size; some results filed as inactive show a strong effect at the top dose; inactives centre near -15; many of its hits are not listed in these tables
Target sequence (Q03431 whole entry, looked up): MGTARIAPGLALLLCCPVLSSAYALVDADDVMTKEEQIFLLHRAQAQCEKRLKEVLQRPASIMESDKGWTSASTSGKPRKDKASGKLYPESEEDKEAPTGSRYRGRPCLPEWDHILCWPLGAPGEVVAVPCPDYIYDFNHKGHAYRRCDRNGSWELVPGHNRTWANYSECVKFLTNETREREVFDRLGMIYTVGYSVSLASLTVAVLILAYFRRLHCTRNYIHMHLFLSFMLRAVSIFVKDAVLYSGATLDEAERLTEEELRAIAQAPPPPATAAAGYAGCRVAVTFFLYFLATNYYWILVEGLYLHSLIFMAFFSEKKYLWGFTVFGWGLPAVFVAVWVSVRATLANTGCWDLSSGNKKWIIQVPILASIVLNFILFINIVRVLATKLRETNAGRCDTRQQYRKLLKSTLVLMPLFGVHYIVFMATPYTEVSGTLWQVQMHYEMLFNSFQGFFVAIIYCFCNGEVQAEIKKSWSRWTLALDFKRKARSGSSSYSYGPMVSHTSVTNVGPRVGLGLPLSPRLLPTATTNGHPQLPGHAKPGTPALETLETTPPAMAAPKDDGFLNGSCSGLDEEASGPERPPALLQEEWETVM
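HEK-293-derived GP2 cells expressing PTHR1 and a GloSensor cAMP reporter, 3,000/well, plated overnight, given luciferin plus IBMX (each 0.5 mM as added) for 1 h at 37 °C, then compound for 1 h at 37 °C. Luminescence was read after 15 min at room temperature.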
* = called active by the depositor; i = inactive; ? = inconclusive; nt = not tested or not shown; & = joins results of further samples; [ ] = another dose, or the depositor's remark. Unless noted, calls come from the whole dose curve; as a rule, active = well fitted curve in the direction sought with a large enough effect; inconclusive = small, poorly fitted or top-dose-only effect, or another doubt; inactive = no such curve, though single readings can be large; an effect the other way counts as inactive or inconclusive.

SMILES | pAkt inh | CCT modulator | DRD3 agonist | DRD3 antagonist | MmCpn inh | EPAC2 antag | EPAC2 agonist | PTHR1 ag
Cc1ccc(NC2=C(Cl)C(=O)OC2OC(=O)c2ccccc2C)cc1 (stereo not drawn) | i | 0.6 | 8.2 | 6.6 | -12.6% | -24.2% | 5.0% | -25.0%
CC(=O)N1CCN(C(=S)c2ccc(N(C)C)cc2)CC1 | i | -4.4 | -1.7 | 7.0 | 2.4% | 1.3% | 2.2% | -12.7%[57.5 µM]
CCc1cccc(C)c1NS(=O)(=O)c1cc(Br)cnc1N | i | -1.7 | -5.1 | 2.6 | -0.2% | -13.2% | 4.1% | -21.7%
CCOC(=O)C(=CNc1ccc(Cl)cn1)C(=O)OCC | i | -4.5 | 12.9 | 36.8 | 0.8% | -2.1% | 9.5% | -2.3%
O=C(/C=C/c1ccc(Cl)c(Cl)c1)n1cccn1 | i | -2.4 | -0.2 | -24.2 | 1.0% | 0.3% | 4.4% | -12.3%
Cn1c(=O)[nH]c(=O)c2c1nc(NCc1ccco1)n2CCCc1ccccc1 | i | -1.7 | -12.7 | 27.3 | -0.3% | 4.5% | 3.1% | i
O=C1CSC(c2ccncc2)N1Cc1ccc(F)cc1 (stereo not drawn) | i | 0.0 | 4.2 | 8.2 | 0.0% | 2.7% | 4.9% | -15.9%
CN(CCC#N)C(=O)COC(=O)c1ccc(Cl)cc1O | i | 1.5 | -4.2 | 5.8 | -2.9% | -3.4% | 6.1% | i
Cc1cc(Cl)ccc1NC(=S)NCc1ccccc1Cl | i | -1.2 | 2.3 | 2.0 | -2.3% | -14.0% | 4.2% | -4.9%
CCN(Cc1ccc(C#CCCO)cc1)CC1CCCN(CCc2cccc(F)c2)C1 (stereo not drawn) | i | -1.3 | -11.5 | -9.0 | 2.9% | -10.9% | 4.2% | 4.4%
CCOc1cc(CNn2cnnc2SCC(=O)NC(C)(C)C)ccc1OCC(=O)NC(C)(C)C | i | 0.0 | 9.3 | 10.2 | 0.6% | 2.4% | -0.3% | i
CCCOc1nc2c(c(=O)n(C)c(=O)n2C)n1Cc1cccc2ccccc12 | i | 0.4 | 13.1 | 34.6 | -1.4% | 0.5% | 5.0% | -42.2%[inhibitor]
Cc1ccccc1NC(=O)c1cc(S(=O)(=O)N2CCCCC2)ccc1N1CCOCC1 | i | -3.0 | 0.7 | 35.5 | nt | 1.2% | 5.7% | -17.9%
CC(=C1C(=O)c2ccccc2C1=O)N1CCN(CCN=CC2=C(O)CC(C)(C)CC2=O)CC1 | i | 2.0 | 1.5 | -8.7 | 0.5% | 7.4% | -3.0% | i
CCC(CC)N1CCN(Cc2nc3ccc([N+](=O)[O-])cc3c(=O)n2-c2ccccc2F)CC1 | i | -2.7 | 8.2 | -2.8 | -0.2% | 4.0% | -1.0% | i
COC(=O)C(NC(=O)CNS(=O)(=O)c1ccc(Br)cc1)c1ccccc1 (stereo not drawn) | i | 2.0 | -4.1 | 14.1 | -2.5% | 4.4% | 4.0% | -14.1%
Nc1nonc1-n1nnc(C(=O)N/N=C/c2c(Cl)cccc2Cl)c1CSC1=NCCS1 | i | 0.3 | -2.5 | -52.8* | 3.8% | 4.4% | 9.5% | -14.6%
CCCCC(CC)COC(=O)CCCCC(=O)OCC(CC)CCCC (stereo not drawn) | i | 1.1 | 20.6 | 18.7 | 4.6% | -6.5% | 2.1% | i
O=S(=O)(Nc1ccc2c(c1)nc1n2CCN(Cc2ccccc2)C1)c1ccc(F)cc1 | i | -1.4 | -0.9 | -7.8 | -2.9% | -3.0% | 10.8% | -22.0%
CC1=CC(C)(C)N(C(=O)c2ccc(F)cc2)c2cc3c(cc21)OCO3 | i | -2.8 | -4.2 | -10.3 | -0.3% | 50.1µM* | 9.9% | -17.0%
NS(=O)(=O)c1ccc(CCNC(=O)COC(=O)/C=C/c2cc(Br)ccc2F)cc1 | i | -1.0 | -5.2 | 1.3 | -4.6% | 17.8% | -5.6% | -64.4%[inhibitor]
COc1ccc(OCc2cc(C(=O)NC3CCOCC3)no2)c2ccccc12 | i | -0.6 | 3.4 | -8.6 | -1.4% | -0.1% | 3.6% | i
CCCNS(=O)(=O)c1ccc(NC(=O)c2cccnc2)cc1 | i | -1.1 | 7.0 | 7.7 | -2.3% | 3.0% | -3.3% | 1.8%[57.5 µM]
Cc1nn(Cc2ccc(C(=O)O)o2)c(C)c1[N+](=O)[O-] | i | 2.8 | 5.5 | -2.7 | 0.3% | -19.8% | -0.5% | -3.7%
C=C1CCN([C@H](C(=O)Nc2ccc(OC)cc2)C(C)C)S(=O)(=O)c2ccccc21 | i | -1.2 | -17.2 | ? | 2.6% | -12.5% | 18.5% | 12.9%
Cc1ccc(CC(=O)O/N=C(\N)c2cccc([N+](=O)[O-])c2)cc1 | i | -1.7 | -3.9 | -7.6 | 1.0% | -2.1% | 16.9% | i
Cc1cc(NC(=O)COc2ccccc2C(N)=O)no1 | i | -2.7 | 1.1 | -0.9 | 2.2% | 1.4% | 5.1% | i
CC(C)C[C@@H](COc1ccccc1)N1CCN(CCc2ccccc2)CCC1=O | i | -1.2 | -45.0 | ? | 0.5% | 9.8% | 7.9% | i
Cc1ccc(OCC(=O)NC2CCSc3ccccc32)cc1 (stereo not drawn) | i | 4.3 | -8.1 | ? | -7.6% | 2.8% | 15.2% | i
O=C(NCCCc1ccccc1)c1cc(COc2c(F)cccc2F)on1 | i | -11.6 | -5.7 | -5.6 | 1.8% | ? | 11.3% | -6.9%
CC1(C)CCC[C@]2(C)C(CS(=O)c3ccccc3)=C(C=O)CC[C@@H]12 (stereo partly drawn) | i | 2.4 | -1.9 | 7.1 | nt | -18.3% | -0.7% | -19.4%
Cc1ccc(-n2ncc3c(SCC(N)=O)ncnc32)cc1C | i | 2.0 | 1.8 | 9.3 | ? | 3.0% | -0.7% | -6.2%
Cc1sc2nc(CN(C(=O)NCc3ccccc3)C3CCCC3)[nH]c(=O)c2c1C | i | 0.4 | -3.2 | -3.8 | 0.9% | -8.1% | 8.7% | -23.7%
O=C(O)c1cccc(S(=O)(=O)Nc2ccccc2N2CCOCC2)c1 | i | -2.5 | 0.9 | 3.8 | 2.2% | 13.2% | 10.8% | -20.8%
O=C(CSc1nnc(CNC(=O)c2ccccc2F)o1)NC1CCCCC1 | i | -4.0 | -2.5 | 2.8 | -0.7% | 1.9% | 8.5% | i
Cc1cc(C)c2c(=O)n3c(nc2c1)C(Cc1ccccc1)NC(=O)c1cccnc1-3 (stereo not drawn) | i | -1.4 | 2.8 | -20.2 | nt | 14.2% | 3.5% | -47.4%[inhibitor]
COCCOC(=O)c1c(C)n(C)c2ccc(OC(=O)N3CCOCC3)cc12 | i | -0.4 | 0.7 | 7.4 | 3.7% | 6.0% | -5.3% | i
CC(Cn1cncn1)C(=O)N1CCN(S(=O)(=O)c2ccc(Cl)cc2)CC1 (stereo not drawn) | i | -1.6 | 11.8 | 12.6 | 0.4% | 2.8% | 7.4% | i
O=C(NCCCN1CCOCC1)c1cc(-c2ccc(O)cc2)on1 | i | -6.8 | -2.7 | 0.0 | -0.6% | 2.7% | 14.8% | i
Cc1n[nH]c(=O)nc1N/N=C/c1ccco1 | i | 1.6 | 2.0 | -16.3 | 1.3% | -7.4% | 0.1% | i
CCOc1ccc(-c2nn(-c3ccccc3)cc2/C=C2\SC(N)=NC2=O)cc1C | i | -1.4 | 9.0 | ? | ? | 14.4% | -13.5% | i
Cc1ccc(N(Cc2ccccc2O)C(=O)c2ccccc2F)cc1 | i | -0.1 | -2.9 | 0.5 | 1.2% | ? | 11.1% | -37.8%[inhibitor]
COc1cccc(NC(=O)CN(C)CC(=O)NCc2ccc(F)cc2)c1 | i | -1.9 | 3.2 | 25.8 | 2.8% | 1.9% | 7.1% | -8.1%
CN(C)CCNC(=O)/C(=N\O)c1ccccn1 | i | 1.5 | 1.5 | 4.7 | 2.6% | 13.4% | 8.6% | i
O=C(O)c1cccc(-n2c(/C=C/c3ccc([N+](=O)[O-])cc3)nc3ccccc3c2=O)c1 | i | -1.9 | 6.1 | 6.0 | -1.0% | -1.0% | 4.0% | -19.4%
CC1(C)CC2CC(C)(CN2C(=O)CCCN2C(=O)c3ccccc3C2=O)C1 (stereo not drawn) | i | 0.7 | 1.8 | 0.0 | -0.2% | -4.3%[57.1 µM] | -18.8% | i
COc1ccc(C)cc1NC(=O)CCNC(=O)Cn1ccc2ccccc2c1=O | i | -2.0 | -1.5&4.4 | -15.7 | -2.7% | -8.7% | 11.5% | i
Cn1ccnc1SCC(=O)Nc1cc(F)ccc1F | i | -2.7 | 10.9 | 11.4 | -1.5% | -4.6% | 3.9% | i
Cc1ccc(OCCC(=O)OCC(=O)c2c(N)n(C)c(=O)n(C)c2=O)cc1 | i | -0.8 | -5.5 | -12.3 | 0.0% | -2.9% | 1.1% | 9.4%
O=C(O)c1coc2ccccc12 | i | -11.8 | -0.1 | 12.2 | -15.9% | 4.9% | 5.4% | i
Cc1cc(C(=O)NNC(=O)[C@H](C)NC(=O)c2ccc(Br)cc2)c(C)o1 | i | -1.8 | -4.3 | -9.9 | 0.4% | 3.2% | 10.3% | -8.1%
COc1ccc(NC(=O)C2(C)CCN2CCOc2ccc(C)cc2)cc1OC (stereo not drawn) | i | -0.6 | 4.6 | 24.9 | nt | -3.3% | 7.2% | i
COC(=O)c1ccc(COC(=O)c2[nH]c(C)c(C(C)=O)c2C)o1 | i | -3.0 | 2.3 | 0.0 | 0.2% | -4.0% | 4.5% | -38.3%

From PubChem

Not all compounds are listed (hit frequency here may not be typical).
